Nrf2 activator: activates Nrf2 signaling. AREc32 ARE-luciferase reporter (MCF7-derived line), luminescence, 24 h. Potency, µM (highest dose often 46.1 µM), for inactives: at the top dose activation, most hits filed as activators. hit rate 0.31% among 410,000. AID 624171; note: potency is the fitted concentration of half-maximal effect; % of control where 0% means no effect; nearly all actives have a fitted effect of over 65% in size
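AREc32 cells carrying an ARE-driven firefly luciferase reporter were seeded at 1000 cells/well in OPTI-MEM with 5% FBS, then exposed to compound for 24 hr at 37 deg C. Luminescence was read with Steady-Glo after 30 min at RT.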
Nrf2 inh: Nrf2 pathway inhibition; Potency, µM (doses to about 46 µM), for inactives: top-dose activity change, negative = inhibition, hits mostly inhibitors; AID 504444; A549 ARE-Fluc reporter, luciferase luminescence, 18-24 h; hit rate 2.1% among 360,000; note: potency is the fitted concentration of half-maximal effect; % is set by controls: 0 for no effect and ±100 for the full control effect; nearly all actives have a fitted effect of over 60% in size
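Reporter: ARE-Fluc in A549. Exposure: 18-24 h, 37 °C, 5% CO2, 5% FBS OPTI-MEM. Readouts: fluorescent cytotoxicity (CellTiter-Fluor), then luminescent Nrf2 signal after BugLite.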
pAkt inh: blocks phosphorylation of Akt. Neuro2A IGF-stimulated pAkt S473 HTRF, 20 min; stronger effect = lower value. hit rate 0.32% among 360,000. activity change, % for hits at 50 µM; in the data active = activity change below about -80%; inconclusive = mostly about -51% to -80%; note: % is set by controls: 0 for no effect and ±100 for the full control effect
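Single-point screen (50 µM final compound) in Neuro2A cells stimulated 20 min with 6 nM IGF at 37 deg C. After lysis, Ser473-phosphorylated Akt read by HTRF (ex 330 nm, em 615/665 nm) as the 665/615 ratio.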
EPAC2 antag: antagonists of human EPAC2; Q8WZA2; EPAC2 GEF exchange of Rap1B-BODIPY-GDP, fluorescence; Potency, µM (top dose mostly 114 µM), inactives show top-dose activity, negative = inhibition, actives largely listed as inhibitors; hit rate 0.18% among 360,000; note: potency is the fitted concentration of half-maximal effect; % is set by controls: 0 for no effect and ±100 for the full control effect; nearly all actives have a fitted effect of over 45% in size; many of its hits are not listed in these tables
Target sequence (Q8WZA2 whole entry, looked up): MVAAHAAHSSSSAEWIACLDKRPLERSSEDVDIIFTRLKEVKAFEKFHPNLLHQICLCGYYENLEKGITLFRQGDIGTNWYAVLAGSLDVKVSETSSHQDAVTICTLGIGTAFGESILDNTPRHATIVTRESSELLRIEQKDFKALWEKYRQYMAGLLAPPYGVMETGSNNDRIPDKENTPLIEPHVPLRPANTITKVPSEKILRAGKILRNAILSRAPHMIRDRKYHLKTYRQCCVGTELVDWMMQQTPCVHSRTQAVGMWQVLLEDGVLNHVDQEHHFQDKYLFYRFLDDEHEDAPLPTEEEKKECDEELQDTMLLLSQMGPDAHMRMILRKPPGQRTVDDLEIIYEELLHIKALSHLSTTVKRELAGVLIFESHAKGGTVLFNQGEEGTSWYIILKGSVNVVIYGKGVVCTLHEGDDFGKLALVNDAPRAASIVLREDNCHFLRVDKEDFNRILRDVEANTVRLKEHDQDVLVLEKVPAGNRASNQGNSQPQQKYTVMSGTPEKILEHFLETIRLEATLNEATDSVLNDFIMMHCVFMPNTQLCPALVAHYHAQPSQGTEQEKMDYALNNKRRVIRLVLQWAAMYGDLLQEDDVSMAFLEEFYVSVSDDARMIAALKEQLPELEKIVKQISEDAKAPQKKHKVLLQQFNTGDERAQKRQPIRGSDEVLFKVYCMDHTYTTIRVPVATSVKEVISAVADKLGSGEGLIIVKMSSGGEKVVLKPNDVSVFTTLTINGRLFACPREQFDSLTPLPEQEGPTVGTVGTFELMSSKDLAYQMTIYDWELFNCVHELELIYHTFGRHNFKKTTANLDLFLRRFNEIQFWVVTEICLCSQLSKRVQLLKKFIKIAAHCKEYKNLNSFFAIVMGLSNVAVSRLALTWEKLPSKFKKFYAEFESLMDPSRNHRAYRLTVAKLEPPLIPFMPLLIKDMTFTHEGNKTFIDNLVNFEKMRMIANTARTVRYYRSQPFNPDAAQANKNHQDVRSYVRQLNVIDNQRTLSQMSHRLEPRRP
TGFb SMAD3 inh: TGF-b pathway inhibition. hit rate 1.2% among 410,000. AID 588855. HepG2 CAGA-GFP TGF-b/SMAD3 reporter, GFP fluorescence, 18 h; TGF-beta stimulated, 500 pg/mL final. Potency, µM (highest dose often 46.1 µM), inactives show at the top dose activity, negative = inhibition, hits mostly inhibitors; note: potency is the fitted concentration of half-maximal effect; % is set by controls: 0 for no effect and ±100 for the full control effect; nearly all actives have a fitted effect of over 65% in size
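Read-out: total well GFP (ex488/em500-530) summed from mean per-cell fluorescence. Cells: HEPG2 CAGA-GFP, 1% FBS DMEM, 18 h at 37 degrees C with 500 pg/mL final TGF-beta. Unstimulated wells served as the full-inhibition control; stimulated DMSO wells = 0%.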
CCT modulator: cytosolic chaperonin activity modulation; purified chaperonin ATPase assay, HTRF ADP detection, 30 min; activity change, % (test concentration not listed), hits read low; hit rate 0.3% among 360,000; in the data active = activity change below about -30%; note: % is set by controls: 0 for no effect and ±100 for the full control effect
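ATPase activity: ADP formed was measured by HTRF Transcreener (665/615 nm ratio) after 30 min at 37 deg C with 10 uM ATP. Compounds screened at one 76 uM concentration against 40 or 20 nM TRiC in Tris pH 7.4/KCl/MgCl2/DTT buffer.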
EPAC2 ag: agonists of human EPAC2 (RAPGEF4). Potency, µM (series often up to 154 µM), without a hit: at the highest dose activation, hits mostly activators. Q8WZA2. EPAC2 activation, biochemical qHTS; response scale: 100% = 6.5 mM cAMP response. hit rate 0.079% among 360,000; note: potency is the fitted concentration of half-maximal effect; nearly all actives have a fitted effect of over 50% in size
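Compounds were titrated in qHTS against a Rap1B-BODIPY-GDP (250 nM) complex with EPAC2 (100 nM) and GDP (50 uM). BODIPY-GDP release tracked at 480/540 nm over 30 min at room temperature, normalized to 6.5 mM cAMP.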
A549 viability: kills or reduces viability of A549 cells in Nrf2 counter-screen; A549 ARE-Fluc cells, CellTiter-Fluor viability, 18-24 h; Potency, µM (top dose mostly 46 µM), for inactives: top-dose activity change, negative = cytotoxicity, usual class: inhibitors; hit rate 0.16% among 390,000; note: potency is the fitted concentration of half-maximal effect; % is set by controls: 0 for no effect and ±100 for the full control effect
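A549 ARE-Fluc cells in 5% FBS OPTI-MEM, 5000 cells/well, rested 2 h then exposed to compounds in concentration-response for 18-24 h at 37 °C. Viability by CellTiter-Fluor fluorescence (Ex 405/Em 525) after 30 min; luciferase luminescence (BugLite, 15 min, RT) read afterwards.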
MmCpn inh: blocks the Methanococcus maripaludis chaperonin Mm-Cpn | purified Mm-Cpn ATPase, ADP Transcreener TR-FRET | Potency, µM (top dose mostly 76.9 µM), for the others: at the top dose activity, negative = inhibition, most hits filed as inhibitors | hit rate 0.031% among 330,000; note: potency is the fitted concentration of half-maximal effect; % is set by controls: 0 for no effect and ±100 for the full control effect; nearly all actives have a fitted effect of over 80% in size
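25 nM Mm-CPN + cpd, 10 min 37°C; + 10 uM ATP, 30 min 37°C; buffer 30 mM Tris pH 7.4, 100 mM KCl, 5 mM MgCl2, 1 mM DTT; Transcreener ADP HTRF detection 30 min RT.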
The depositor's hits bear a star; i = inactive; ? = inconclusive; nt = no result given; & = joins results of further samples; [ ] = another dose, or the depositor's remark. Unless noted, calls come from the whole dose curve; as a rule, active = well fitted curve in the direction sought with a large enough effect; inconclusive = small, poorly fitted or top-dose-only effect, or another doubt; inactive = no such curve, though single readings can be large; an effect the other way counts as inactive or inconclusive. This is a subset; count on the stated rates, not on these rows.

SMILES | Nrf2 activator | Nrf2 inh | pAkt inh | EPAC2 antag | TGFb SMAD3 inh | CCT modulator | EPAC2 ag | A549 viability | MmCpn inh
COc1ccc(C(=O)OCC(=O)NC2CCCCCC2)cc1OC | -0.1% | -17.8% | i | -2.9% | -2.3% | -1.0 | 12.1% | -3.7% | 0.8%
OCCCn1c(-c2ccccc2)csc1=Nc1ccccc1 | 6.8% | -16.9% | i | -21.2% | -21.4% | 2.0 | 5.0% | 4.7% | 0.0%
CCCCN(CCCC)CCCNC(=O)c1ccc2nc(N3CCCCC3)sc2c1 | 1.5% | ? | nt | nt | 36.9%[activator] | nt | nt | 2.8% | nt
COC(=O)c1cc2n(n1)CCN(Cc1ccc(C)cc1)C2=O | 0.0% | 11.3% | i | 12.2% | 3.6% | -0.6 | 3.9% | -4.4% | -3.8%
CC(=O)Nc1ccc(N(C(=O)c2ccco2)C(C(=O)NC2CCCC2)c2ccc(N(C)C)cc2)cc1 (configuration not stated) | 0.1% | -1.1% | i | 5.7% | -10.7% | -1.1 | 5.2% | 0.2% | 1.8%
O=C(CN1CCOCC1)NC1CC2CCC1C2 (configuration not stated) | 0.5% | 14.9% | i | 17.9% | ? | 2.8 | 10.1% | -0.8% | -1.3%
O=C(NN1C(=O)c2cc(Br)ccc2NC1c1cc(Br)cc(Br)c1O)c1ccncc1 (configuration not stated) | 0.5% | 1.4% | i | -22.1% | ? | -1.4 | 2.5% | -4.7% | -3.0%
O=C(Cn1c2ccc(F)cc2c2nc3n(c(=O)c21)CCS3)N1CCCC1 | -0.6% | -28.2% | i | -19.6% | -13.9% | 1.6 | 2.8% | -8.5% | -4.0%
CCOC(=O)C1=C(COC(=O)CNC(=O)c2cc(OC)c(OC)c(OC)c2)NC(=O)NC1C (configuration not stated) | 1.4% | 9.3% | i | 9.0% | 2.7% | -7.2 | -0.1% | 1.5% | -1.5%
Cc1ccc(C2=NN(C(=O)C3CCCO3)C(c3ccco3)C2)cc1 (configuration not stated) | 0.0% | -4.8% | i | 4.4% | -1.2% | 0.2 | 2.1% | 10.0% | 0.2%
Cc1ccccc1NC(=O)c1sc(NC(=O)COc2ccccc2)c(C#N)c1C | -0.4%[9.22 µM] | ? | i | -4.0% | -36.1% | 1.9 | -3.5% | -0.9% | -13.3%
CCc1nc2ccc(C(=O)N3CCN(c4ccccc4)CC3)cc2nc1CC | -0.2%&5.3% | -8.3% | i | -7.6% | ? | -0.5 | 6.9% | 4.5%&2.8% | 0.3%
CCCCOc1c(Br)cc(/C=C2\N=C(C)OC2=O)cc1OCC | 0.4% | ? | i | -18.9% | 6.9% | -2.8 | -13.8% | ? | 0.5%
Cc1cccc(C)c1NC(=O)CN(C)C(=O)CN1C(=O)NC(C)(C)C1=O | -0.8% | -6.1% | i | -9.2% | 6.4% | -2.5 | 7.8% | -1.9% | -1.2%
CC(C)CC1NC(=O)c2cc3ccccc3cc2-n2c1nc1ccc(Cl)cc1c2=O (configuration not stated) | -0.2% | nt | i | 2.8% | 21.6% | 0.4 | -9.8% | nt | nt
CN1CCc2c(sc3c2C(=O)NC(c2ccccn2)N3)C1 (configuration not stated) | 2.7% | ? | i | 18.0% | 19.6% | 1.5 | 22.7% | nt | -4.3%
CN1C(=S)SC(/[N+]([O-])=C/c2c(F)cccc2Cl)C1(C)C (configuration not stated) | -0.7% | -3.7% | i | -1.1% | -2.1% | -2.9 | 4.5% | 1.9% | -1.6%
O=C(CSc1ncccn1)N/N=C/c1cccc(OC2CSC2)c1 | -0.6% | 19.1% | i | 1.4% | -9.7% | 0.2 | 4.5% | 3.6% | 1.2%
CCCCCCC(=O)N/N=C/Cc1ccccc1 | -0.1% | -9.3% | i | -13.3% | 1.4% | -1.2 | -5.5% | -0.9% | -0.1%
Cc1ccc(NC(=O)C2CCN(C(=O)c3ccco3)CC2)cc1 | -0.5% | 0.8% | i | 2.7% | 16.2% | -0.3 | 7.8% | 6.2% | 2.6%
COC(=O)[C@H](Cc1ccccc1)NC(=O)NCC1CCCO1 (some centres not stated) | -0.7% | 1.6% | i | -6.4% | ? | -1.9 | 6.2% | 22.0% | 1.8%
CC(=O)Nc1cccc(-c2ccnc3c2CC(C(=O)Nc2cccnc2)O3)c1 (configuration not stated) | 1.1%[9.22 µM] | nt | i | 5.8% | -9.7% | 1.2 | 1.2% | nt | nt
O=C(COC(=O)c1ccccc1C(=O)c1ccc(Cl)cc1)NCCc1ccccc1 | ? | 2.6% | i | -9.2% | ? | 1.6 | 9.6% | 7.5% | 1.3%
COc1cc(OC)cc(C(=O)N[C@H](C(=O)Nc2nc(-c3ccc(OC)c(OC)c3)cs2)C(C)C)c1 | 4.0% | 7.31µM* | i | -9.9% | 12.6µM* | -1.4 | -3.4% | -2.7% | -27.3%
O=C(O)C1=NN(c2ccccc2)C(=O)CC1 | 3.5% | -1.0% | i | 13.6% | 16.8% | 0.8 | 0.2% | -3.9% | 0.7%
CC1CCCC(C)N1C(=O)c1ccc(CS(=O)(=O)c2ccccc2)cc1 (configuration not stated) | -0.6% | 8.9% | i | 15.9% | 6.3% | -0.1 | -5.2% | -4.6% | -1.2%
CCOC(=O)Cc1ccc(NC(=O)N2CCOc3ccc(C)cc32)cc1 | 0.1% | -0.6% | nt | nt | ? | nt | nt | 3.1% | nt
CCN1/C(=c2/s/c(=C3/C(=O)N(c4ccccc4)N=C3C)n(CC)c2=O)C=Cc2ccccc21 | 5.2% | 5.3% | i | -2.1% | -9.1% | -1.8 | 2.0% | -0.2% | nt
CCc1cccc(C)c1NC(=O)COC(=O)CCn1c(C)csc1=O | 0.3% | nt | i | -4.0% | -4.6% | -0.3 | 15.8% | nt | nt
CCN(CC)S(=O)(=O)N1CCC(C(=O)NCc2ccc3c(c2)OCO3)CC1 | 0.5% | -1.6% | i | 11.9% | 8.3% | -2.5 | -10.1% | -5.5% | -0.9%
Cc1ccccc1-c1ccc2c(c1)O[C@@H](CN(C)C(=O)Nc1ccc(C(F)(F)F)cc1)[C@H](C)CN([C@@H](C)CO)S2(=O)=O | -1.5% | nt | i | -9.3% | ? | 1.4 | -6.3% | nt | nt
CCC1Oc2ccccc2N(CC(=O)NCCC2=CCCCC2)C1=O (configuration not stated) | -0.9% | -22.3% | i | 2.4% | -22.1% | -1.7 | -7.1% | -18.2%[1.84 µM] | 2.0%
C/C(=N/OC(=O)C1CC1)c1cc(-c2ccc(Cl)cc2)no1 | 3.0% | ? | i | -19.0% | -15.0% | -1.9 | -4.4% | 6.6% | 2.6%
CCCN=C1N(CC)C[C@@H]2[C@@H]3C(=O)N(Cc4ccccc4)C(=O)[C@@H]3[C@](Cc3ccccc3)(C(=O)OC)N12 | 0.6% | 0.7% | i | 2.6% | -12.4% | -0.8 | 5.0% | -3.9% | 2.3%
Nc1nc(N)c(N=O)c(Nc2ccc(Cl)c(Cl)c2)n1 | 9.3% | nt | i | 2.4% | nt | -0.2 | 3.0% | nt | nt
Cc1[nH]nc(Nc2ccc(Br)cc2)c1[N+](=O)[O-] | 13.8% | ? | i | -3.4% | -20.7% | -3.5 | 3.6% | -0.1% | 0.3%
C/C(=N\NC(=O)c1cccc(S(=O)(=O)N2CCOCC2)c1)c1cc2ccccc2o1 | 0.1% | 1.5% | i | 7.0% | -1.7% | -1.2 | 3.4% | 12.6% | 0.1%
O=C(N/N=C/c1ccco1)c1cc(-c2ccc(Br)s2)[nH]n1 | -0.9% | -9.7% | i | 0.6% | -2.9% | 0.6 | -0.7% | 1.7% | 0.1%
O=C(NCC1CCCO1)C1c2ccccc2C(=O)N1C1CCCCCCC1 (configuration not stated) | 0.4% | -8.2% | i | -1.1% | 11.7% | -21.4 | 1.7% | -17.2% | 0.2%
CCS(=O)(=O)n1nc(-c2ccco2)nc1SC | 0.3% | -13.1% | i | 10.4% | -5.9% | -1.1 | -5.4% | -8.0% | nt
O=C1CSC(=S)N1N=Cc1ccc(OCc2ccccc2)cc1 | 5.1% | nt | i | 1.7% | -10.8% | -1.6 | 24.5% | nt | nt
CCn1c2ccccc2c2cc(NC(=O)C(=O)N3CCOCC3)ccc21 | 1.8% | 3.2% | i | -3.0% | 9.5% | -1.4 | -8.3% | -2.6% | -1.4%

Reformatted: four of the compounds above
> Nc1nc(N)c(N=O)c(Nc2ccc(Cl)c(Cl)c2)n1
  Nrf2 activator: 9.3%
  Nrf2 inh: nt
  pAkt inh: i
  EPAC2 antag: 2.4%
  TGFb SMAD3 inh: nt
  CCT modulator: -0.2
  EPAC2 ag: 3.0%
  A549 viability: nt
  MmCpn inh: nt

> Cc1[nH]nc(Nc2ccc(Br)cc2)c1[N+](=O)[O-]
  Nrf2 activator: 13.8%
  Nrf2 inh: ?
  pAkt inh: i
  EPAC2 antag: -3.4%
  TGFb SMAD3 inh: -20.7%
  CCT modulator: -3.5
  EPAC2 ag: 3.6%
  A549 viability: -0.1%
  MmCpn inh: 0.3%

> C/C(=N\NC(=O)c1cccc(S(=O)(=O)N2CCOCC2)c1)c1cc2ccccc2o1
  Nrf2 activator: 0.1%
  Nrf2 inh: 1.5%
  pAkt inh: i
  EPAC2 antag: 7.0%
  TGFb SMAD3 inh: -1.7%
  CCT modulator: -1.2
  EPAC2 ag: 3.4%
  A549 viability: 12.6%
  MmCpn inh: 0.1%

> O=C(N/N=C/c1ccco1)c1cc(-c2ccc(Br)s2)[nH]n1
  Nrf2 activator: -0.9%
  Nrf2 inh: -9.7%
  pAkt inh: i
  EPAC2 antag: 0.6%
  TGFb SMAD3 inh: -2.9%
  CCT modulator: 0.6
  EPAC2 ag: -0.7%
  A549 viability: 1.7%
  MmCpn inh: 0.1%
